ssDAF-12 act: S. stercoralis DAF-12 activation, primary screen; HEK293 ssDAF-12/GRIP1 lit1-tk-luc reporter, luminescence; % of 3 µM dafachronic acid response; activation, % at 6.8 µM; 1% of 370,000 active;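 active = activation above the mean over all tested compounds plus 3 SD, cut at about 0.9% in these data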;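 also: 0% = DMSO-only wells and 100% = 3 µM delta7-dafachronic acid wells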
DAX1 inh-1: NR0B1 (DAX1) inhibition; P51843; HEK293 Gal4-DAX1 luciferase reporter, luminescence; inhibition, % at 6.75 µM; 0.99% of 340,000 active; AID 504766;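 active = inhibition above the mean over all tested compounds plus 3 SD, cut at about 4.2% in these data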;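 also: 0% = DAX1-transfected cells with DMSO and 100% = empty-vector control cells with DMSO; inhibition shows as a rise in luminescence from relieved DAX1 repression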
Target sequence (P51843 207-470 limits assumed): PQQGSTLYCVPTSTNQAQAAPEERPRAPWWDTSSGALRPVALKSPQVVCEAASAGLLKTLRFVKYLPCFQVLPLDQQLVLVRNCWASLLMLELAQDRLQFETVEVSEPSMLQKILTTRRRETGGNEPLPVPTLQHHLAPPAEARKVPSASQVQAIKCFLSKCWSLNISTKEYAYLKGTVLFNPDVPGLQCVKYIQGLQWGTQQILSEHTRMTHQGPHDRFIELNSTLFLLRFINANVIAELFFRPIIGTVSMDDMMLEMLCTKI
GC-A act: GC-A (human) enzyme activation. P16066. HEK293 GC-A cells, cGMP TR-FRET, EC30 ANP; 0% at EC30 ANP, 100% saturating ANP. activation, % at 10 µM. 0.14% of 370,000 active. AID 1671463; in the data active = activation above about 40%
SMARCA2 act: activators of SMARCA2 function. MG213 cells, MMTV-luciferase reporter, dexamethasone, overnight. activation, % at 9.1 µM. 1% of 370,000 active; in the data active = activation above about 7.8%;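 also: 0% = vehicle wells and 100% = reference activator wells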
hcDAF-12 act: H. contortus DAF-12 activation, primary screen; HEK293 hcDAF-12 lit1-tk-luc reporter, luminescence; 0% DMSO, 100% Δ7-dafachronic acid; activation, % at 6.8 µM; 1.4% of 370,000 active; AID 652067;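 active = activation above the mean of all tested compounds plus 3 SD, cut at about 5.5% in these data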;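 also: 100% = response to 3 µM Δ7-dafachronic acid high control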
ADAM10 inh: inhibitors of human ADAM10; 0.62% of 370,000 active; inhibition, % at 7 µM; recombinant ADAM10, EDANS/DABCYL FRET peptide cleavage, 3 h;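 active = inhibition above a per-campaign cutoff equal to the mean of compounds falling between control-based bounds plus 3 SD, cut at about 20% in these data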;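 also: 0% = DMSO wells while the 100% control is not disclosed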
ADAM17 inh: inhibitors of human ADAM17 | P78536 | recombinant ADAM17, EDANS/DABCYL FRET peptide cleavage | inhibition, % at 6.95 µM | 0.83% of 370,000 active | AID 720648;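 active = inhibition above the mean of compounds lying between control limits plus 3 SD, set per campaign, cut at about 8.5% in these data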;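 also: 0% = DMSO-only wells as the low control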
Target sequence (P78536 215-824 limits assumed): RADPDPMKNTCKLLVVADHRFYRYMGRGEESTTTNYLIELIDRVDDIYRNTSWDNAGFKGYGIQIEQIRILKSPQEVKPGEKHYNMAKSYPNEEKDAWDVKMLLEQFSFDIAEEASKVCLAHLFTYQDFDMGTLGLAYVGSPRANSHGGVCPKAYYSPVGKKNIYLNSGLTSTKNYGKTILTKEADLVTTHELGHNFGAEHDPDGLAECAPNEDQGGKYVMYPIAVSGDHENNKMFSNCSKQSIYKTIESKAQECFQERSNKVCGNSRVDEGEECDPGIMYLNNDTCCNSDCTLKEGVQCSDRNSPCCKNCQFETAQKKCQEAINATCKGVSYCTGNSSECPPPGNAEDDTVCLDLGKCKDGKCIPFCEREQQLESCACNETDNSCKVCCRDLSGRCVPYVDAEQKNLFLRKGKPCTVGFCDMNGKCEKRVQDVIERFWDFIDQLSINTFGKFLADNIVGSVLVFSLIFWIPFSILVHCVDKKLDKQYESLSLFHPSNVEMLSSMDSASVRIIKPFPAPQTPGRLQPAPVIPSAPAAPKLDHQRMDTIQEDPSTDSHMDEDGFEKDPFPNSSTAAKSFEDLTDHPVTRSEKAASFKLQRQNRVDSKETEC
DAX1 inh-2: DAX1 (NR0B1) inhibition, primary screen; HEK293T StAR-luciferase reporter, SF-1/DAX-1 repression relief; inhibition, % at 6.8 µM; 1.1% of 370,000 active; AID 652010;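 active = inhibition above the mean over all tested compounds plus 3 SD, cut at about 3.6% in these data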;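 also: 0% = DAX-1 cells with DMSO and 100% = cells lacking DAX-1 with DMSO; higher inhibition means more luminescence from relief of DAX-1 repression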
hgDAF-12 ag: hgDAF-12 agonism, primary luciferase screen. activation, % at 6.8 µM. AID 687014. 1.8% of 370,000 active. HEK293 GAL4-hgDAF12 UAS-luciferase reporter, agonist luminescence; normalized to butyrate control;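 active = activation above a cutoff set at the mean of all screened compounds plus 3 SD, cut at about 10% in these data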;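 also: 0% = DMSO wells and 100% = sodium butyrate wells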
FXN GAA850 act: increases GAA850 frataxin promoter reporter activity; HEK293 lucGAA850 FXN promoter luciferase reporter, 24 h; percent of 10 µM SAHA response; activation, % at 6 µM; 0.56% of 360,000 active; AID 540364;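 active = activation above the average of all compounds screened plus 3 SD, cutoff fixed separately per campaign, cut at about 7.5% in these data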;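 also: 0% = DMSO wells and 100% = 10 µM SAHA wells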
PG9 Ab binder: PG9 antibody binding by small molecule. TR-FRET gp120-PG9 antibody binding. inhibition, % at 6.7 µM. 0.43% of 360,000 active. AID 624416; in the data active = inhibition above about 8.5%
Starred values were filed as active, the others as inactive; · = not tested or not shown.

SMILES | ssDAF-12 act | DAX1 inh-1 | GC-A act | SMARCA2 act | hcDAF-12 act | ADAM10 inh | ADAM17 inh | DAX1 inh-2 | hgDAF-12 ag | FXN GAA850 act | PG9 Ab binder
O=C(CCCC(=O)N(CC(=O)NC1CCCCC1)c1ccccc1F)Nc1ccccn1 | -1.1 | -0.6 | 1 | 1 | -2.3 | 4 | 1 | 0.2 | 0.1 | -0.5 | -1.9
O=C1N(Cc2ccccc2)c2ccc(Br)cc2[C@]12C[C@H](O)CO2 | -1.0 | · | -8 | -7 | -1.3 | 6 | 7 | -0.4 | -4.8 | · | -0.1
COC(=O)C1=C(C)N(Cc2ccc(F)cc2)C(=S)NC1c1cccc(F)c1 (centres undefined) | -1.2 | · | 3 | 1 | -0.7 | 12 | 5 | 0.0 | -1.3 | · | -1.8
COc1ccc(S(=O)(=O)N2CCN(CC(=O)NC3CCCC3)CC2)cc1 | -0.2 | -0.9 | 1 | -1 | -1.3 | 4 | 0 | 0.2 | 0.6 | -0.1 | 0.3
Cc1cc(C(=O)CN2C(=O)C(=O)N(CC(C)C)C2=O)c(C)n1-c1ccccc1F | -1.4 | 0.0 | -1 | 7 | -0.8 | 7 | 2 | 0.9 | 8.1 | 2.4 | -1.6
Cc1nn(C)c(C)c1NC(=O)CCl | 1.2* | 0.6 | 0 | -3 | 3.5 | -8 | 1 | -1.4 | -6.9 | 3.1 | -1.5
COc1ccc(NC(=O)Nc2ccc(OC)cc2)cc1 | 0.2 | 0.8 | 0 | 6 | 0.4 | 1 | 2 | 1.1 | 5.7 | 4.6 | -0.6
COc1ccc(CC(C)NS(=O)(=O)c2ccc3c(c2)CCN3S(C)(=O)=O)cc1OC (centres undefined) | -1.5 | 0.6 | -3 | -1 | -2.1 | -2 | -1 | -0.6 | -3.7 | 0.8 | -1.1
Cc1ccc(C(=O)NC(=S)Nc2ccccc2C)cc1 | 0.4 | 0.7 | -2 | -3 | 0.9 | 4 | 8 | 1.3 | 12* | 6.2 | -5.4
COCCN1C[C@@H](CO)O[C@@H](n2cnc3c(NCC(C)C)ncnc32)C1 | -0.6 | · | -1 | -4 | 0.7 | -26 | 1 | -0.9 | 1.6 | -1.8 | 2.2

3 entries from above, ordered by the number in DAX1 inh-2, smallest number first:
mol,ssDAF-12 act,DAX1 inh-1,GC-A act,SMARCA2 act,hcDAF-12 act,ADAM10 inh,ADAM17 inh,DAX1 inh-2,PG9 Ab binder
O=C1N(Cc2ccccc2)c2ccc(Br)cc2[C@]12C[C@H](O)CO2,-1.0,·,-8,-7,-1.3,6,7,-0.4,-0.1
COc1ccc(S(=O)(=O)N2CCN(CC(=O)NC3CCCC3)CC2)cc1,-0.2,-0.9,1,-1,-1.3,4,0,0.2,0.3
Cc1cc(C(=O)CN2C(=O)C(=O)N(CC(C)C)C2=O)c(C)n1-c1ccccc1F,-1.4,0.0,-1,7,-0.8,7,2,0.9,-1.6

Next part.
SMILES | ssDAF-12 act | DAX1 inh-1 | GC-A act | SMARCA2 act | hcDAF-12 act | ADAM10 inh | ADAM17 inh | DAX1 inh-2 | hgDAF-12 ag | FXN GAA850 act | PG9 Ab binder
O=C(COC(=O)CCN1C(=O)c2ccccc2C1=O)Nc1ccccc1[N+](=O)[O-] | -0.7 | 1.0 | -4 | -1 | -0.6 | -3 | -1 | -0.9 | 2.2 | -0.3 | -1.0
O=C(Cn1cc([N+](=O)[O-])cn1)N1CCN(c2ccccc2)CC1 | -0.7 | -0.2 | 5 | 0 | -2.7 | -8 | 1 | 0.1 | -1.2 | 1.3 | -0.1
Cc1cc2[nH]c(=O)c(=O)[nH]c2cc1S(=O)(=O)Nc1ccccc1F | -1.2 | 4.6* | 5 | -1 | -1.2 | -31 | -4 | -0.7 | -0.7 | -2.6 | -1.0
O=C(CCN1CCCC1=O)NC1CCCc2c1cnn2-c1ccccc1F (centres undefined) | -1.1 | -0.4 | 2 | 0 | -0.8 | -2 | 4 | -0.4 | 1.0 | 1.2 | -0.7
N#Cc1ccccc1NC(=O)CN1CCN(c2ccccn2)CC1 | -0.9 | 1.0 | -1 | 8 | -2.4 | 2 | 2 | 0.2 | -5.2 | -1.0 | 0.0
CCOC(=O)c1cc(CC)sc1NC(=O)CN1C(=O)C(=O)N(CC(C)C)C1=O | -1.0 | -0.4 | 3 | -3 | -1.0 | -13 | -4 | 0.1 | 1.1 | 0.1 | -1.8
CN(c1ccccc1C(=O)Nc1ccc(S(=O)(=O)N2CCOCC2)cc1)S(=O)(=O)c1ccccc1 | -1.4 | -0.5 | -4 | -3 | -3.9 | -1 | 0 | -0.4 | -0.9 | 1.3 | -1.9
Cc1cccc(Cn2c(Cc3ccccc3)nc3ccccc32)c1 | -1.5 | 1.4 | -6 | -4 | -1.4 | 0 | 1 | 0.0 | 3.0 | 2.9 | 0.5
COc1ccccc1N(C1=NCCCS1)S(=O)(=O)c1ccc(C(C)(C)C)cc1 | -1.6 | 0.6 | 0 | 0 | -3.0 | 11 | -1 | -0.8 | -0.9 | -1.7 | 0.6
CN(CC(=O)Nc1cccc(F)c1)CC(=O)Nc1cccc(S(=O)(=O)N2CCCCCC2)c1 | -2.4 | -2.0 | -5 | -8 | -2.4 | 36* | 16* | -1.5 | -6.6 | 2.3 | -3.3
O=[N+]([O-])c1cc(-c2cccnc2)n[nH]1 | -1.0 | -0.1 | -2 | 0 | 3.0 | 2 | -1 | -0.2 | 1.8 | 0.3 | 0.4
C[C@H]1CN([C@@H](C)CO)C(=O)CCCn2cc(nn2)CO[C@@H]1CN(C)C(=O)Cc1ccccc1 | -1.3 | -0.1 | 3 | -2 | -0.4 | -7 | -3 | -0.6 | -0.1 | -1.8 | -1.6
Cc1ccc2ccc(C(Nc3cccc(C(F)(F)F)c3)c3cccnc3)c(O)c2n1 (centres undefined) | -1.5 | 0.0 | -2 | -2 | -0.2 | 2 | -2 | -0.1 | -2.8 | 0.6 | 0.1
COc1ccccc1C(=O)N/N=C/C(C)=C/c1ccccc1 | -1.2 | 3.4 | -6 | 3 | -2.1 | -4 | -3 | 0.5 | 6.1 | 2.8 | -2.6
COc1ccc(/C=C/C(=O)c2ccc(OC)cc2O)cc1 | -0.9 | -0.2 | 2 | 1 | -1.6 | 16 | 3 | -0.6 | 1.4 | 4.1 | -2.0
Cc1cccc(NC(=O)COC(=O)CSc2ccccc2)c1C | -1.4 | 0.3 | 2 | -1 | -0.5 | -27 | -1 | 2.4 | 0.8 | 1.7 | 0.5
Cc1cc(C)c(C#N)c(SC(C(=O)NC(C)(C)C)c2ccccc2)n1 (centres undefined) | -0.7 | 3.6 | -4 | -1 | 0.3 | 5 | -2 | 0.7 | -1.5 | 3.2 | -1.4
COc1ccc(N2CCN(S(=O)(=O)CCNC(=O)COc3ccccc3C)CC2)cc1 | -1.1 | -0.9 | -2 | -1 | -1.6 | 6 | -1 | -0.7 | -1.3 | 1.7 | -3.1
O=C(Nc1ccc(N2CCCCC2)cc1)c1ccccc1 | -0.1 | -1.0 | 4 | 3 | 7.2* | 0 | -3 | 7.3* | 15* | 0.2 | -3.5
O=S(=O)(c1ccc(NC(=S)NN=C2CCCCC2)cc1)N1CCOCC1 | -1.6 | 0.0 | 5 | -1 | -0.9 | -5 | -1 | 0.8 | -4.2 | 0.4 | 0.6
COc1ccc(CCNC(=O)c2ccc(OCC(=O)N3CCOCC3)c(OC)c2)cc1OC | -1.1 | -0.3 | 1 | -1 | -2.3 | -4 | -2 | -2.2 | 2.0 | 0.0 | -0.4
C#CCNC(=O)C1=C[C@@H](C(C)(C)C)C[C@@H](OCc2ccc(CO)cc2)O1 | -1.2 | 0.5 | -3 | 1 | -0.3 | -1 | 0 | 0.1 | -0.3 | 0.3 | -1.4
CCCn1c(C2CCCN2c2nc(C)cs2)nc2cc(Cl)c(Cl)cc21 (centres undefined) | -1.4 | 2.0 | -12 | 0 | -0.7 | -3 | 2 | -0.1 | 1.6 | 0.5 | -1.0
COc1ccc(NC(=O)CN2CCN(CC(=O)Nc3ccc4c(c3)OCO4)CC2)cc1 | -0.7 | 1.4 | -1 | 2 | 0.4 | 0 | 1 | -0.6 | 0.8 | -1.3 | -1.9
CSc1cccc(NC(=O)OC2CCCCCCCCCCC2)c1 | -1.1 | -0.4 | 1 | -1 | -0.3 | -1 | -2 | 0.1 | 1.1 | 2.2 | -1.5
CCn1nc(NC(=O)Cc2ccc(OC)cc2)c2cc3cccc(C)c3nc21 | -1.6 | -0.5 | -2 | -1 | 0.1 | -15 | -6 | 0.3 | -1.1 | -0.1 | 1.6
CC[C@@H](C(=O)[C@@H](C)[C@@H](O)[C@H](C)CCc1ccc(C)c(O)c1C(=O)O)[C@H]1O[C@](CC)([C@H]2CC[C@](O)(CC)[C@H](C)O2)C[C@@H]1C | -1.8 | -2.0 | 11 | -15 | -4.0 | 1 | -2 | 3.2 | -11 | -9.1 | -1.1
COc1cc(NC(=O)c2cc3ccccc3o2)c(OC)cc1Cl | 0.3 | 0.7 | -6 | 0 | 2.2 | -1 | -3 | 0.9 | 3.1 | 4.4 | 20*
CSc1ccc(/C=C/C(=O)c2ccc(NC(=O)C(C)C)cc2)cc1 | -1.4 | 0.2 | -11 | 2 | -2.8 | -8 | -4 | -0.8 | 0.5 | 2.1 | 2.0
COC(=O)COc1cccc2c(=O)n(CC(=O)NCCc3ccccc3)ccc12 | -0.9 | -0.6 | 3 | 1 | 0.7 | -47 | -14 | 0.1 | 1.5 | -2.3 | -1.0
S=C(NC1CCCCC1)N1CCN(Cc2ccccc2)CC1 | -1.0 | 0.6 | 3 | -2 | 0.0 | 0 | -1 | 0.0 | -0.1 | 4.7 | -0.4
N#Cc1ccc(-c2ccc(F)cc2)nc1Sc1ccc(F)cc1 | -1.4 | -1.6 | 3 | 2 | -1.1 | 3 | 0 | 0.0 | -1.1 | 0.3 | -0.6
Cc1cc2nc(C(C)(C)C)c(Cc3cccc(Cl)c3)n2c(C)c1Br | -0.6 | · | -2 | -1 | 2.6 | -2 | -6 | 0.2 | 2.4 | · | 1.1
CN1C[C@@H](CO)O[C@@H](n2cnc3c(N4CCN(CCO)CC4)ncnc32)C1 | -1.2 | · | 3 | -2 | 0.1 | -115 | -33 | 0.0 | -0.4 | -2.3 | -2.0
CCSc1nnc(NC(=O)CCN2C(=O)C3CCCCC3C2=O)s1 (centres undefined) | -1.0 | 1.0 | 1 | -2 | -0.1 | -20 | -2 | 4.8* | 4.1 | 2.8 | -0.7
O=C(NC(Cc1c[nH]c2ccccc12)C(=O)N1CCOCC1)c1cccs1 (centres undefined) | -0.7 | 2.1 | -2 | -2 | 3.0 | -11 | 2 | 0.3 | 1.6 | 3.5 | -2.2
CCN(CC)C(=O)Cn1cc(S(=O)(=O)CC(=O)Nc2ccc(C(N)=O)cc2)c2ccccc21 | -0.8 | 0.3 | 3 | -1 | 1.0 | 2 | 0 | 1.2 | -2.5 | -0.2 | -2.0
O=C(NCc1ccccc1)OCCN1C(=O)CCC12CCC(c1ccccc1)CC2 (centres undefined) | -1.8 | · | -15 | -3 | -1.2 | -1 | 0 | -0.7 | -4.5 | · | ·
CC(=O)C1=C(C)NC(=S)NC1c1cccc([N+](=O)[O-])c1 (centres undefined) | -1.6 | 1.3 | 4 | -2 | 0.7 | 0 | 1 | -0.7 | 1.8 | 0.1 | 0.8
O=C(Nc1nc2ccc(Cl)cc2s1)c1ccc(N2CCCCC2)c([N+](=O)[O-])c1 | -0.1 | 1.0 | 1 | -3 | 3.8 | -7 | -8 | -0.1 | 5.5 | 2.5 | -2.5

Source: PubChem BioAssay (several laboratories)
